VCAM1 TNFa inh – reduces TNF alpha induced VCAM1 expression in HUVEC; inhibition, % at 2 µM; 95,000 tested, 0.48% active; HUVEC TNFa-induced VCAM-1 immunofluorescence, high-content imaging;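 active = inhibition above the batch mean plus 3 SD, with images confirmed as a hit by eye, cut at about 37% in these data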;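 also: 0% = TNF-stimulated DMSO wells and 100% = unstimulated control wells; not every result past the cut was called active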
cytoskel mod – cytoskeleton assembly modification; HUVEC TNFa F-actin phalloidin imaging, high content; inhibition, % at 2 µM; 91,000 tested, 0.18% active;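 active = inhibition above the batch mean plus 3 SD and confirmed as a hit by visual image inspection, cut at about 30% in these data, passing the limit was not always enough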; also: strong numbers were not always called active
PLK1 inh – blocks human PLK1 kinase activity; P53350; recombinant PLK1 kinase, TR-FRET peptide phosphorylation; inhibition, % at 10 µM; 97,000 tested, 0.53% active;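 active = inhibition of 50% or more in the single-concentration screen; inactive = inhibition below 50%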;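 also: 0% = DMSO max control and 100% = H-89 dihydrochloride min control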
IL1B cytotox – toxic to HUVEC cells under IL-1B stimulation; 94,000 tested, 0.41% active; cell count reduction, % at 2 µM; AID 845; HUVEC cell count loss, Hoechst imaging, IL-1B stimulated;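 active = cell count reduction more than 3 SD above the screen-wide mean, cut at about 70% in these data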;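 also: normalized per plate to untreated control cells as the no-loss baseline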
sEH inh – blocks human soluble epoxide hydrolase activity. P34913. 91,000 tested, 0.34% active. recombinant human sEH enzymatic activity assay. inhibition, % at 2 µM; in the data active = inhibition above about 80%; also: values of inactives mirror those of a sister screen read the other way; many of its hits are not listed in these tables
Target sequence (P34913 whole entry, looked up): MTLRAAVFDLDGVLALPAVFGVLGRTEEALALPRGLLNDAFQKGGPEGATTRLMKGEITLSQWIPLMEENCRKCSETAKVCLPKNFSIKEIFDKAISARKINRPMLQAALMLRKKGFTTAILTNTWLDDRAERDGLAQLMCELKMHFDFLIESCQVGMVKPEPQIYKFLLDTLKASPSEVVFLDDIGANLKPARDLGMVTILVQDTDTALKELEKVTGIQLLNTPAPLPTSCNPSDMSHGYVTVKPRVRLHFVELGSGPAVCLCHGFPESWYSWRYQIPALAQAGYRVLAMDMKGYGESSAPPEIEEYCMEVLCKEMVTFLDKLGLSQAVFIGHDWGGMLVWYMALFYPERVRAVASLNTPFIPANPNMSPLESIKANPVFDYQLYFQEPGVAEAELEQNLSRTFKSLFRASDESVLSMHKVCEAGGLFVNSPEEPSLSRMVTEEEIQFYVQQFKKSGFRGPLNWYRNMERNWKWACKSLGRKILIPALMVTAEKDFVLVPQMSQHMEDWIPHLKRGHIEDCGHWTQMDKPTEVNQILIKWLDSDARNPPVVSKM
Plk1 PBD FP – blocks phosphopeptide binding to human Plk1 polo box domain | AID 693 | 97,000 tested, 0.13% active | inhibition, %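 (tested at about 20 µM)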 | Plk1 PBD phosphopeptide binding, fluorescence polarization; in the data active = inhibition above about 34%, passing the limit was not always enough
Ecoli WT expand – blocks growth of wild type E. coli BW25113; OD600 absorbance; growth inhibition, % at 100 µM; 98,000 tested, 0.15% active; AID 710;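 active = growth inhibition above about 50% at one test dose, limit read from the data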;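 also: growth measured after 20 h incubation at 37 °C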
TNFa cytotox – toxic to HUVEC cells under TNF alpha stimulation; HUVEC TNFalpha-stimulated, Hoechst cell count, imaging; cell count reduction, % at 2 µM; 93,000 tested, 0.17% active;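 active = cell count reduction exceeding the screen mean by over 5 SD, scaled to untreated wells per plate, cut at about 78% in these data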;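 also: cells counted after 24 h of TNF alpha exposure following the 1 h pretreatment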
hDAT+cocaine – changed human dopamine transporter uptake under cocaine IC80. LLC-PK1 hDAT cells, [14C]-dopamine uptake with cocaine IC80; actives deviate in either direction. 110,000 tested, 1.3% active. B-score at 10 µM;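 active = Z score or B-score, a plate-position-corrected score, falls beyond the plate's 99.7% confidence bounds, in either direction; inactive = both scores lie inside the 99.7% bounds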;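 also: scored against the spread of the other compound wells on the same plate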
Active calls of the source: *; / = no result given. Compounds were not picked by outcome; any-hit rate near 3.4%.

SMILES	VCAM1 TNFa inh	cytoskel mod	PLK1 inh	IL1B cytotox	sEH inh	Plk1 PBD FP	Ecoli WT expand	TNFa cytotox	hDAT+cocaine
CC(=O)Oc1ccc2c(C)cc(=O)[nH]c2c1	1	-16	-5	/	/	22	6	-2	-0.95
CC(C)Cc1nnc(NC(=O)c2ccc([N+](=O)[O-])cc2)s1	20	6	7	2	8	-18	-5	/	0.14
COCCNC(=O)C(c1cccs1)N(Cc1cccs1)C(=O)Cn1nnc2ccccc21 (stereo unspecified)	-10	32*	5	-8	-4	-3	/	0	-1.4
CC(=O)Nc1c(C(=O)NCc2ccccc2)nnn1Cc1ccccc1	-8	1	-9	-12	-7	25	10	-25	-0.38
COc1ccc(CCNC(=O)C2CCCN(Cc3nc(-c4cccc(Cl)c4)oc3C)C2)cc1OC (stereo unspecified)	6	/	4	-32	21	-8	3	4	1.5
CCOc1ccc(S(=O)(=O)Nc2ccccc2C(=O)Nc2ccccc2N2CCOCC2)cc1	/	/	-3	29	20	13	-8	/	0.18
Cn1c2c(c(=O)n(C)c1=O)C(c1ccccc1OC(F)F)C1=C(CCCC1=O)N2 (stereo unspecified)	/	/	-6	-13	-6	-5	4	/	0.67
Cc1nn(C)cc1C(=O)Nc1cc(Oc2ccc(Cl)cc2)cc([N+](=O)[O-])c1	-8	1	-9	-1	14	-9	-8	-1	0.0015
CCn1cnc2c1c(=O)n(CC(=O)Nc1ccc3c(c1)OC(F)(F)O3)c(=O)n2Cc1ccccc1	-4	-2	-5	-2	-2	-28	-6	-3	-0.38
CCCC(=O)n1nc(-c2ccc(OC)cc2)nc1N	3	-29	-8	-9	-12	-2	5	6	0.61
CCOc1ccc(NCc2nnc(SCC(=O)Nc3cc(C)on3)n2-c2ccc(OC)cc2)cc1	1	-2	-13	-19	-5	6	5	-22	0.42
O=C(CSc1n[nH]c(-c2ccc(S(=O)(=O)NC3CCCCC3)cc2)n1)N1CCCC1	0	11	-5	-13	17	-6	4	-12	0.85
COC(=O)c1ccc(-c2nc(-c3ccc(Br)o3)no2)cc1	1	-2	-15	-13	-16	11	-10	-11	0.094
c1ccc(Cn2nnnc2C(c2cccnc2)N2CCN(c3ccccc3)CC2)cc1 (stereo unspecified)	8	5	-3	12	/	16	5	-18	-0.52
CCOc1ccc(C(=O)CCN2CCCCCC2)cc1	-13	0	7	5	-8	-1	7	9	-1.2
CCOC(=O)C1=C(C)N(C)C(=O)C1CC(=O)O (stereo unspecified)	-44	4	-9	-46	4	-23	0	-12	0.71
CCCCn1c(NC(=O)c2ccccc2Cl)c(C#N)c2nc3ccccc3nc21	-11	-8	-2	-2	2	-18	-6	-24	0.27
CCN(CC)S(=O)(=O)c1ccc(NS(=O)(=O)c2cccc(C)c2)cc1	5	-14	-3	0	3	4	4	-31	1.6
CCc1nnc(NC(=O)c2cccc(NC(=O)C(C)C)c2)s1	5	-6	-3	-11	-2	18	5	-3	0.023
CCN1CCN(CCC(=O)Nc2cccc(OC)c2)CC1	-3	-5	-5	-9	-1	1	1	-9	-0.29
Cc1ccc(NC(=O)CCC(=O)OCC(=O)c2ccc(Oc3ccc([N+](=O)[O-])cc3)cc2)c(C)c1	-12	-16	-3	-10	5	-8	-12	-25	0.76
Cc1cc(C)nc(NC(=O)CSc2nc3ccccc3s2)n1	-1	/	-12	7	-7	-29	-4	-1	1.5
COc1cccc(-c2nc(CS(=O)CC(=O)NCc3ccccc3Cl)c(C)o2)c1 (stereo unspecified)	-5	-7	-2	-7	65	-12	1	-2	0.3
CCCCN(C)C(=O)CSc1nc(NCc2ccc(OC)cc2)c2ccccc2n1	14	8	-6	0	1	-18	-2	6	2.5*
CCOC(=O)c1ccc(CNC(=O)CCC(=O)O)cc1	10	34*	-20	10	-3	-21	0	-1	0.22

Remaining list, next part
SMILES	VCAM1 TNFa inh	cytoskel mod	PLK1 inh	IL1B cytotox	sEH inh	Plk1 PBD FP	Ecoli WT expand	TNFa cytotox	hDAT+cocaine
COc1ccc(NC(=O)COC(=O)Cn2c(C)nc3ccccc32)cc1OC	0	4	-7	4	2	1	-2	-5	-0.23
Cc1cc(C)n(-c2nc3c(c(=O)[nH]c(=O)n3C)n2CC(O)c2ccccc2)n1 (stereo unspecified)	-22	-10	-9	-49	-5	-21	-3	-6	0.015
Cc1ccc(S(=O)(=O)N/N=C/c2cn(C)nc2C)cc1	-6	7	-4	5	-17	-27	-2	-18	-0.74
Cc1ccc(C(=O)Cn2cnc3ccccc3c2=O)cc1C	13	1	-1	-26	1	-10	9	-27	1
Cc1ccc(NC(=O)c2ccc(S(=O)(=O)N3CCCC3)cc2)cc1	/	/	-2	5	23	13	/	/	-0.26
O=C(O)CSCC(=O)Nc1cc(C(F)(F)F)ccc1Cl	-11	/	-2	-26	-5	17	-2	-27	-0.72
COCCN1Cc2cccc(C(=O)Nc3cccc(OC)c3)c2C1=O	4	4	-5	-4	8	-27	-3	-20	0.6
Cc1cc(C)nc(NS(=O)(=O)c2ccc(NC(=O)c3ccco3)cc2)n1	-1	30	-21	26	4	-7	6	7	0.87
COc1ccc(-c2cc(C(=O)NCc3ccccc3)no2)cc1OC	-1	-11	-6	-6	8	-19	-8	-11	-1.1
Cn1c(C2=C(O)CN(c3ccc4c(c3)OCCO4)C2=N)nc2ccccc21	26	2	-11	0	6	16	4	-1	0.44
CCCCn1c(/N=C/c2ccc(N(C)C)cc2)nc2ccccc21	21	-4	-33	-8	-9	-17	/	-21	0.26
COC(=O)c1ccc(Oc2nc(C)cc(Oc3ccccc3)n2)cc1	-33	-31	-3	90*	-11	-8	-2	-6	1.3
CCc1cc(C)cc(OCCNC(=O)c2cncc(Br)c2)c1	-20	-6	-11	-17	7	-28	7	-7	0.97
CCOC(=O)C1=c2s/c(=C\c3cccnc3)c(=O)n2C(N)=C(C(=O)OC)C1c1cccnc1 (stereo unspecified)	-12	14	4	2	10	-26	4	-10	-0.22
CC1(C)OC(=O)C(=CNc2ccccc2F)C(=O)O1	-3	-8	-9	20	3	10	7	-9	/
C=CCSc1n[nH]c(-c2ccc(OCCCC)cc2)n1	1	1	4	-72	6	-25	0	-10	0.49
C1=C(c2ccccc2)Nc2nnnn2C1c1cccs1 (stereo unspecified)	2	/	-7	-1	13	27	-8	-31	-1.6
COc1cccc(C2=NN(C(=O)c3ccccc3)C(O)(C(F)(F)F)C2)c1 (stereo unspecified)	25	4	-16	-33	-5	-25	0	-2	/
CSc1nnc(-c2ccccc2)c(=O)[nH]1	0	13	-3	0	-8	9	8	-18	0.0027
O=C(O)C1CCCCC1C(=O)Nc1ccc2c(c1)OCCO2 (stereo unspecified)	-6	-14	-8	-25	/	52*	-1	-11	0.39
CSc1ccccc1NC(=O)c1cccnc1	-3	-7	-12	3	9	-7	2	-33	0.77
COc1ccc(-c2c3c(nc4sc(C(=O)Nc5ccccc5)c(N)c24)CCC3)cc1	-5	18	-13	-6	-2	-16	/	-22	-0.85
CCOc1ccccc1Oc1c(C)oc2c(CN3CCN(CCO)CC3)c(O)ccc2c1=O	-10	6	-26	-20	2	-26	0	-26	-0.38
C=CCn1c(Cc2ccc(OCC)cc2)nnc1SCC(N)=O	-2	-14	-2	11	-2	0	6	-1	0.084
Cc1ccc(N2CCN(S(=O)(=O)c3ccc(F)cc3)CC2)c(C)c1	19	7	-1	13	-1	-10	-24	-40	0.00019

Given with two lines to a compound: entries from further up.
Order of results: VCAM1 TNFa inh, cytoskel mod, PLK1 inh, IL1B cytotox, sEH inh, Plk1 PBD FP, Ecoli WT expand, TNFa cytotox, hDAT+cocaine
CCc1cc(C)cc(OCCNC(=O)c2cncc(Br)c2)c1
    -20, -6, -11, -17, 7, -28, 7, -7, 0.97
Cc1cc(C)n(-c2nc3c(c(=O)[nH]c(=O)n3C)n2CC(O)c2ccccc2)n1 (stereo unspecified)
    -22, -10, -9, -49, -5, -21, -3, -6, 0.015
C=CCn1c(Cc2ccc(OCC)cc2)nnc1SCC(N)=O
    -2, -14, -2, 11, -2, 0, 6, -1, 0.084
O=C(O)C1CCCCC1C(=O)Nc1ccc2c(c1)OCCO2 (stereo unspecified)
    -6, -14, -8, -25, /, 52*, -1, -11, 0.39
Cc1ccc(S(=O)(=O)N/N=C/c2cn(C)nc2C)cc1
    -6, 7, -4, 5, -17, -27, -2, -18, -0.74

The listing continues.
SMILES	VCAM1 TNFa inh	cytoskel mod	PLK1 inh	IL1B cytotox	sEH inh	Plk1 PBD FP	Ecoli WT expand	TNFa cytotox	hDAT+cocaine
CCOC(=O)C1=C(C)NC(=O)NC1C (stereo unspecified)	-6	2	6	9	8	-6	6	-20	-0.37
CN(C(=O)c1ccncc1)c1nnc(-c2ccccn2)s1	-12	37	0	-40	-11	-10	1	-7	0.35
CCOC(=O)c1sc(NC(=S)n2cc(C)cn2)c(C(=O)OCC)c1C	0	13	-5	-18	-11	-19	/	-16	/
COCCNC(=O)CCn1c(=O)oc2ccccc21	/	/	-8	/	12	-23	4	/	-0.91
CCC1(C)OC(=O)N(CCCn2ccnc2C)C1(C)O (stereo unspecified)	6	-11	-9	-20	-11	-8	-9	-1	-0.071
COc1ccc(/C=N\NC(=O)CCN2CCN(c3ccccc3)CC2)cc1OC	5	8	-8	-55	4	22	3	6	1.2
CCN(/C=N/c1sc2c(c1C#N)CCCCC2)CC	12	4	-6	-5	3	12	3	3	0.68
Cc1c(C(O)CN2CCN(Cc3ccc4c(c3)OCO4)CC2)c2ccccc2n1C (stereo unspecified)	3	8	-12	-20	-17	13	3	-6	0.051
COc1ccc(-c2nc(-c3ccccc3)c(-c3cc([N+](=O)[O-])ccc3C)[nH]2)cc1O	20	-4	-18	3	2	12	-7	3	-0.86
O=C(NCc1ccc(OC(F)(F)F)cc1)C1CC(c2c(Cl)cccc2Cl)=NO1 (stereo unspecified)	4	-7	-3	-5	10	-22	7	-9	0.68
CC1CCN(c2nc3c(c(=O)n(C)c(=O)n3C)n2CCSc2nc3ccccc3o2)CC1	14	7	-9	-21	6	25	0	-18	-0.7
CSc1nnnn1-c1cccc(O)c1	-1	0	-7	-26	-2	7	14	-2	0.86
CC1(C)Cc2ccccc2-c2nnc(SCC(=O)N3CCc4ccccc43)n21	-2	-3	-6	-6	5	-23	7	-28	1.3
CCOc1ccccc1NC(=O)N1CCCC1C(=O)Nc1ccc(NC(C)=O)cc1 (stereo unspecified)	15	16	-3	-12	8	-13	4	1	0.019
COc1ccc(S(=O)(=O)O/N=C2\CCSc3ccc(C)cc32)cc1	-11	-12	-11	-9	2	12	1	2	-0.024
COc1ccccc1C1NC(=O)NC(C)=C1C(C)=O (stereo unspecified)	/	/	-11	-5	-10	1	0	/	-0.18
O=c1oc2ccccc2c(Nc2cccc(O)c2)c1[N+](=O)[O-]	1	13	0	5	-12	1	-1	-11	0.27
O=S(=O)(NCCSc1ccccc1)c1ccc(F)cc1	16	4	-15	4	5	-19	-10	-19	-0.0042
CCCCCC(=O)NC(=S)Nc1ccc(N2CCCCC2)c(Cl)c1	6	10	-7	/	6	-12	-2	-8	0.31
CCc1ccc(C(=O)N2CCC(c3nc4ccccc4s3)CC2)cc1	11	-2	-3	0	5	-26	-1	-29	/
CC1=CC(C)C(/C=N/n2cnnc2)C(C)C1 (stereo unspecified)	/	/	-6	-8	6	0	3	/	-0.24
N#Cc1c(-n2cccc2/C=N/O)sc2c1CCCC2	/	-9	-10	13	-4	0	23	/	0.73
O=C(O)c1ccc2c(c1)C(=O)N(Cc1ccc3c(c1)OCO3)C2=O	4	1	-5	-5	-12	-21	9	-21	-0.59
N#Cc1nc(COc2ccc(F)cc2)oc1N1CCCC1	6	-10	-17	29	-2	10	7	-20	0.58
c1ccc2cc3[nH]c(CN4CCOCC4)nc3cc2c1	25	-38	-3	4	3	-7	/	19	0.64
O=C(Nc1cccc(F)c1)NC1CCCCC1	0	3	-12	-23	88*	-1	18	-10	-0.88
COc1cccc(-c2nc(CS(=O)CC(=O)NCCCOC(C)C)c(C)o2)c1 (stereo unspecified)	-1	5	4	-14	-1	0	-4	-9	-0.29
CCOC(=O)c1oc2ccc(S(=O)(=O)N3CCOCC3)cc2c1C	2	-26	-20	10	-11	33	-1	-19	-1.2

Screens deposited in PubChem by several laboratories.
